D2 antagonist – antagonists of human D2 dopamine receptor. P14416. HEK293 TREx D2 cells, calcium flux, dopamine EC80. inhibition, % at 10 µM. hit rate 2% among 340,000. AID 485344; in the data active = inhibition above about 30%; note: 0% is about no effect
Target sequence (P14416 whole entry, looked up): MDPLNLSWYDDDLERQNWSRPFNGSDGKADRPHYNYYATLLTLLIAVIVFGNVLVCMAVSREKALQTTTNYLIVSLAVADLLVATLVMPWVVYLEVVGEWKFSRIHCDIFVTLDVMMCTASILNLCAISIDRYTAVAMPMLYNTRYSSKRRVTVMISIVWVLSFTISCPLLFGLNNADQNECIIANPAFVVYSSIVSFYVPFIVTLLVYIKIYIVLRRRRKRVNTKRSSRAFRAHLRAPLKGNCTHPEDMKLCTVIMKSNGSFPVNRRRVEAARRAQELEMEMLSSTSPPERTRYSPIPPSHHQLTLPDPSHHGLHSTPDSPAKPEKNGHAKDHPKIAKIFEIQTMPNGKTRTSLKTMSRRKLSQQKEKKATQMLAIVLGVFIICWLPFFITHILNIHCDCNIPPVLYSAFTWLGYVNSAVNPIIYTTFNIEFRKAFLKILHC
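Measurement of antagonist activity uses fluorescent calcium dye in inducible HEK293 T-REx D2 cells: 10 s baseline, compound addition with 180 s read, EC80 dopamine addition with a further 180 s read.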
TrxR1 substrate – substrates of rat thioredoxin reductase 1; O89049; purified TrxR1 substrate turnover, NADPH consumption readout; Potency, µM (doses to about 114 µM), inactives show top-dose activity change, negative = substrate turnover; hit rate 0.01% among 390,000; note: potency is the fitted concentration of half-maximal effect; % is set by controls: 0 for no effect and ±100 for the full control effect; nearly all actives have a fitted effect of over 50% in size
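Rat TrxR1, dispensed at 90 nM, was prereduced with 400 uM NADPH (final) for 5 min at ~22 deg C, then incubated with compound 15 min before 400 uM selenite. A first-read NADPH fluorescence drop versus no-compound background flagged substrates.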
mIDH1 inhibitor – inhibitors of human mutant IDH1 R132H. O75874. IDH1-R132H enzyme, NADPH consumption, diaphorase/resazurin fluorescence. Potency, µM (top dose mostly 76.6 µM), without a hit: at the highest dose activity change, negative = inhibition, most hits filed as inhibitors. hit rate 0.093% among 390,000. AID 602179; note: potency is the fitted concentration of half-maximal effect; % is set by controls: 0 for no effect and ±100 for the full control effect; nearly all actives have a fitted effect of over 65% in size
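IDH1-R132H (0.5 ug/mL dispensed) in pH 7.5 Tris buffer was preincubated 30 min with compound, then given a substrate mix of 0.016 mM NADPH and 2 mM alpha-KG for 80 min at room temperature; remaining NADPH was read by diaphorase/resazurin fluorescence.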
TRHR enhancer – TRH receptor (human) allosteric enhancement; TRHR cells, fluo-8 calcium fluorescence, EC20 TRH enhancement; enhancement, % at 2 µM; hit rate 0.66% among 360,000; in the data active = enhancement above about 30%; note: 0% is about no effect
Target sequence (P34981 whole entry, looked up): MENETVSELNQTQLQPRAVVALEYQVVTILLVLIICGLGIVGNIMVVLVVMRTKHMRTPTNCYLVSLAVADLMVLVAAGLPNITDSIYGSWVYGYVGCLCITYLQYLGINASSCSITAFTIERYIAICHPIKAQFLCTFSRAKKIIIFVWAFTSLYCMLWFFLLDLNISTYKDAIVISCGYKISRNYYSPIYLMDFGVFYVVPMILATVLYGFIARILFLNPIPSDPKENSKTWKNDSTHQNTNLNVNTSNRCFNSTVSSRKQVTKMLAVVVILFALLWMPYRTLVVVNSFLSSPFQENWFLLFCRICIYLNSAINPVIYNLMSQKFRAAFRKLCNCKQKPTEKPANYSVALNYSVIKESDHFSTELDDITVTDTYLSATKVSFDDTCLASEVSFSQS
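TRHR-expressing cells loaded with fluo-8 calcium dye were read kinetically (ex 480/em 530) during compound addition, then stimulated with an EC20 of TRH (10 nM final). Enhancement of the Gq-mediated intracellular calcium response was scored.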
rTrxR1 inhibitor – blocks rat thioredoxin reductase 1; O89049; recombinant rTrxR1, NADPH fluorescence consumption, selenite substrate; Potency, µM (series often up to 114 µM), for the others: at the highest dose activity change, negative = inhibition, most hits filed as inhibitors; hit rate 1% among 390,000; note: potency is the fitted concentration of half-maximal effect; % is set by controls: 0 for no effect and ±100 for the full control effect; nearly all actives have a fitted effect of over 65% in size
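Rat TrxR1 (90 nM in the dispensed reagent) was pre-reduced with 400 uM NADPH for 5 min at room temperature, then incubated with compound for 15 min. After 400 uM selenite was added, NADPH fluorescence (Ex 340/Em 450 nm) was followed for 8 min.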
D2 ag – D2 dopamine receptor (human) agonism; hit rate 0.53% among 340,000; HEK293 T-REx D2 cells, calcium flux agonist mode; activation, % at 2 µM;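 active = activation over 3 SD above normal in the single-dose calcium agonist read, cut at about 30% in these data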; note: 0% is about no effect
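Agonism is scored from calcium flux in a force-coupled, inducible HEK293 cell line expressing D2, read kinetically for 180 s after compound addition against dopamine controls.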
USP1 inh – USP1/UAF1 (human) deubiquitinase inhibition. recombinant USP1/UAF1, Ub-Rhodamine cleavage fluorescence. Potency, µM (titrated, usually from 57.1 µM), for inactives: at the top dose activity change, negative = inhibition, most hits filed as inhibitors. hit rate 0.23% among 390,000; note: potency is the fitted concentration of half-maximal effect; % is set by controls: 0 for no effect and ±100 for the full control effect; nearly all actives have a fitted effect of over 60% in size; inactives centre near -12
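Step one: compound is pinned into 1nM USP1/UAF1 in HEPES pH 7.8 buffer with TCEP. Step two: 15 min room-temperature incubation. Step three: Ub-Rho (150nM final) starts cleavage, tracked by fluorescence over six one-minute reads.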
PI4K2A block – inhibitors of human PI4K2A; purified PI4K2A, ADP-Glo luminescence, 1 h; stronger effect = lower value; AID 1346378; activity change, negative = inhibition, % at 76.9 µM; Q9BTU6; hit rate 0.13% among 420,000; in the data active = activity change below about -50%; inconclusive = mostly about -30% to -49%;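 note: -100% = wells without enzyme as full effect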
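PI4K2A activity was measured by ADP-Glo luminescence: enzyme (4 ug/mL stock) and phosphatidylinositol (1.2 mM stock) in Tris pH 7.5/MgCl2/EGTA/Triton X-100 buffer were reacted with ATP (300 microM stock) for one hour at ambient temperature.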
TRHR ag – agonists of human TRH receptor; hit rate 0.18% among 360,000; TRHR cells, calcium flux fluo-8, FDSS agonist mode; activation, % at 2 µM; AID 493084; P34981; in the data active = activation above about 30%; note: 0% is about no effect
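Agonist-mode FDSS calcium read (Ex 480/Em 530, 1 s cycles) in 1536-well TRHR cells with fluo-8 dye, after 10-cycle baseline and 23 nL compound addition; TRH at EC20 (10 nM final) added afterwards for the enhancer phase.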
* hit, by the source's call; ? = inconclusive; nt = no result given; [ ] = remark or other dose. Unless noted, calls come from the whole dose curve; as a rule, active = well fitted inhibition curve with a large enough effect; inconclusive = small, poorly fitted or top-dose-only effect; inactive = no such curve, though single readings can be large or run the other way.

1	COc1ccccc1CNC(=O)C1CC(=O)N(C2CCCC2)C1 (centres undefined)
2	Fc1ccc(N2CCN(Cc3nnc(-c4ccccc4)o3)CC2)cc1
3	CC(C)C(NC(=O)c1ccccc1NC(=O)c1ccccc1)C(=O)NCCCn1ccnc1 (centres undefined)
4	O=C(Nc1ccnn1C1CCN(C2CCCCC2)CC1)c1cccc(F)c1
5	CC(C)n1cc(C(=O)N2CCCC(N3CCN(c4cccc(Cl)c4)CC3)C2)cn1 (centres undefined)
6	O=C(NCCc1ccccc1)c1c2c(nc3ccccc13)C(=O)N(C1CCCCC1)C2
7	Cn1c(SCC(=O)NC2CC2)nnc1-c1ccccc1
8	CC1CN(CCCOc2ccc([N+](=O)[O-])cc2)CC(C)O1 (centres undefined)
compound no.	1	2	3	4	5	6	7	8
TRHR ag	-0.4	0.7	0.4	-1.2	-0.1	-0.6	0.0	0.3
TRHR enhancer	-7	3	-4	-3	8	-5	0	0
mIDH1 inhibitor	-1%	12%	-11%	-18%	9%	-13%	-2%	8%
D2 antagonist	10	-13	6	13	8	nt	6	-3
D2 ag	-0.2	0.6	-0.5	0.2	52*	0.2	0.4	-0.6
USP1 inh	2%	-19%	-11%	1%	-21%	-8%	-21%	-5%
PI4K2A block	-1	2	10	3	-1	2	1	5
TrxR1 substrate	7%	1%	-1%	0%[57.1 µM]	2%	-7%[57.1 µM]	-3%	-1%
rTrxR1 inhibitor	20%	1%	1%	7%[57.1 µM]	15%	-5%[57.1 µM]	12%	5%

9	CCN=C1NN=C(c2c[nH]c3ccccc23)CS1
10	C=CCn1c(SCC(=C)C)nc2c1c(=O)[nH]c(=O)n2C
11	C(=N\n1cnnc1)/C1CCCCC1
12	Cc1cc(Nc2cc(Cl)cc(Cl)c2)nc(N)n1
13	[O-][n+]1ccccc1SC/C=C/c1ccccc1
14	CC(C)(C)C(=O)NC(Nc1cccc2cccnc12)C(Cl)(Cl)Cl (centres undefined)
15	CCOC(=O)c1ccc(NC(=O)CCCN2C(=O)NC3(CCCC3)C2=O)cc1
16	CCN(CC(=O)NCc1ccc(Cl)cc1)C(=O)NCc1ccc(Cl)cc1
compound no.	9	10	11	12	13	14	15	16
TRHR ag	-0.4	-0.6	1.4	-3.1	0.5	-0.4	-0.3	-1.2
TRHR enhancer	2	-4	3	-3	-2	0	-1	-18
mIDH1 inhibitor	2%	14%	-2%	14%	0%	3%	-18%	9%
D2 antagonist	nt	-9	-8	-7	7	-19	nt	18
D2 ag	nt	-0.2	-0.3	0.8	1.0	-1.4	nt	-0.5
USP1 inh	-14%	?	-1%	-22%	-3%	-6%	-18%	-25%
PI4K2A block	-17	-7	-2	8	0	?	1	-3
TrxR1 substrate	5%[57.1 µM]	5%	3%	3%	-16%[57.1 µM]	-22%	0%	16%[0.0914 µM]
rTrxR1 inhibitor	18%[57.1 µM]	15%	8%	29%	-2%[57.1 µM]	-28%	14%	8%[57.1 µM]

17	COc1ccc(NC(=O)CCNC(=O)c2ccc([N+](=O)[O-])cc2)cc1S(=O)(=O)N1CCOCC1
18	O=C(NC1CC1)C1=C[C@@H](c2ccccc2)C[C@@H](OCc2ccc(CO)cc2)O1
19	O=C(COc1ccccc1)Nc1ccncc1
20	Cc1nn(Cc2ccccc2)c(C)c1C(=O)Nc1ccc(N2CCOCC2)cc1
21	Cc1ccc(Cl)cc1N1CCN(C(=O)Cc2c(C(=O)O)[nH]c3ccc(Cl)cc23)CC1
22	C[N+]1(CCNC(=O)/C=N/O)CCCCC1
23	COc1ccc(N2CCN(CCNC(=O)c3ccc4nc5ccccc5c(=O)n4c3)CC2)cc1
24	O=C(CSc1nc(-c2ccccc2)nc2c1Cc1ccccc1O2)Nc1ccccc1
compound no.	17	18	19	20	21	22	23	24
TRHR ag	-0.2	-0.1	-0.4	0.2	0.2	-1.2	-0.4	0.5
TRHR enhancer	5	11	-3	-3	5	6	6	5
mIDH1 inhibitor	5%	27%	2%	-1%	?	11%	0%	nt
D2 antagonist	6	21	-9	-6	-9	4	nt	6
D2 ag	-0.7	-0.1	-0.1	0.6	-2.5	0.1	nt	-0.5
USP1 inh	-16%	?	-19%	-14%	?	-5%	-21%	nt
PI4K2A block	-2	2	-2	4	0	2	-1	nt
TrxR1 substrate	-8%	6%	3%	1%	-2%	-6%	22%	nt
rTrxR1 inhibitor	-3%	16%	7%	-2%	-14%	-4%	24%	nt

The closing 4 entries of the section before open the next one:
21	Cc1ccc(Cl)cc1N1CCN(C(=O)Cc2c(C(=O)O)[nH]c3ccc(Cl)cc23)CC1
22	C[N+]1(CCNC(=O)/C=N/O)CCCCC1
23	COc1ccc(N2CCN(CCNC(=O)c3ccc4nc5ccccc5c(=O)n4c3)CC2)cc1
24	O=C(CSc1nc(-c2ccccc2)nc2c1Cc1ccccc1O2)Nc1ccccc1
25	COc1cc(C(CC(=O)Nc2cccc(C)n2)N2Cc3ccccc3C2=O)cc(OC)c1OC (centres undefined)
26	COc1ccc(-c2cc(C)no2)cc1S(=O)(=O)NCCCN(C)Cc1ccccc1
27	O=C(Nc1cccnc1)c1noc2c1CCCCC2
28	COCCNC(=O)c1ccc(CN2CCOCC2)cc1
29	CN1CCN(S(=O)(=O)c2ccc(Nc3cccc(Cl)c3)c([N+](=O)[O-])c2)CC1
30	O=C(Nc1ccc(Cl)c(C(F)(F)F)c1)NC1CC2CCCC(C1)N2Cc1ccccc1 (centres undefined)
31	O=c1c2nnn(-c3ccc(Br)cc3)c2ncn1Cc1ccccn1
32	O=C(Nc1nccs1)C1C2/C=C\CCCCC21 (centres undefined)
compound no.	21	22	23	24	25	26	27	28	29	30	31	32
TRHR ag	0.2	-1.2	-0.4	0.5	0.3	-0.2	-1.3	1.7	-0.1	1.4	0.8	0.5
TRHR enhancer	5	6	6	5	0	1	-2	-15	-6	-1	-8	1
mIDH1 inhibitor	?	11%	0%	nt	3%	-11%	6%	-1%	5%	-10%	5%	2%
D2 antagonist	-9	4	nt	6	-10	7	nt	-6	-21	48*	nt	7
D2 ag	-2.5	0.1	nt	-0.5	0.6	0.3	nt	1.9	-0.1	0.6	nt	-0.2
USP1 inh	?	-5%	-21%	nt	-20%	-21%	-9%	-22%	-9%	-6%	-17%	3%
PI4K2A block	0	2	-1	nt	-1	-1	-1	-5	4	0	6	-2
TrxR1 substrate	-2%	-6%	22%	nt	1%[57.1 µM]	-2%	-4%	6%[57.1 µM]	-11%	0%[57.1 µM]	16%[57.1 µM]	7%[57.1 µM]
rTrxR1 inhibitor	-14%	-4%	24%	nt	5%[57.1 µM]	-2%	-2%	13%[57.1 µM]	?	3%[57.1 µM]	27%[57.1 µM]	5%[57.1 µM]

33	O=C(CN1C(=O)COc2ccccc21)NCCCN1CCOCC1
34	CCCCC1CC1C(=O)Nc1ncc2c(n1)CC(C)(C)CC2=O (centres undefined)
35	O=C(Nc1cc(C(F)(F)F)ccc1Cl)c1cc2nc(-c3ccc4c(c3)OCO4)cc(C(F)(F)F)n2n1
36	O=C(O)CN1C(=O)/C(=C/c2ccc(N3CCCCC3)o2)SC1=S
37	COc1cccc(Nc2nc(N)c([N+](=O)[O-])c(N3CCOCC3)n2)c1
38	CN(C)CCN(CC1CCCN(Cc2ccccc2F)C1)C(=O)c1ccc(F)cc1 (centres undefined)
39	CCCCN(CC)CCNC(=O)Cn1cnc2sc(C)c(S(=O)(=O)N3CCN(c4ccccc4OC)CC3)c2c1=O
40	CCCN(CC(=O)Nc1ccc(F)c(F)c1F)C(=O)c1ccc(=O)n(Cc2ccccc2)n1
compound no.	33	34	35	36	37	38	39	40
TRHR ag	0.6	-1.2	-0.4	0.3	-0.3	0.2	0.0	-0.2
TRHR enhancer	3	0	0	-2	1	-2	-3	-1
mIDH1 inhibitor	0%	-1%	-9%	10µM*	-1%	7%	14%	0%
D2 antagonist	-15	-2	nt	-12	-12	1	nt	-6
D2 ag	-2.9	0.1	0.3	1.5	0.0	0.7	-1.1	-2.0
USP1 inh	-13%	-15%	-13%	?	-21%	-10%	-8%	-1%
PI4K2A block	3	3	2	-19	-3	-1	3	3
TrxR1 substrate	2%	2%	3%	5%	-2%	0%	-2%	-5%
rTrxR1 inhibitor	6%	17%	10%	28µM*	8%	25%	18%	10%

41	CC(=O)NC1C(=O)N=C(SCC(=O)Nc2c(C)cccc2C)NC1=O (centres undefined)
42	Cc1noc(C)c1NC(=O)Nc1ccc2c(c1)C(=O)N([C@H](C)CO)C[C@H](C)[C@@H](CN(C)S(=O)(=O)c1c(C)noc1C)O2
43	COc1ccc2c(c1)CCc1cn3ncc(C#N)c3nc1-2
44	CC(NC(=O)Cc1ccccc1)c1nc2ccccc2[nH]1 (centres undefined)
45	O=C(Nc1cccc(Cl)c1)c1cncn1-c1ccc(F)cc1
46	CCn1c(SCC(=O)N/N=C\c2ccccc2OCC(=O)O)nnc1-c1ccc(Cl)cc1
compound no.	41	42	43	44	45	46
TRHR ag	0.2	nt	0.8	-0.9	-0.9	0.3
TRHR enhancer	5	nt	-2	0	21	0
mIDH1 inhibitor	4%	-5%	14%	8%	7%	4%
D2 antagonist	15	nt	-3	-3	-19	-7
D2 ag	2.0	nt	-1.1	-1.7	-0.3	-0.4
USP1 inh	-21%	?	-22%	-18%	-18%	-11%
PI4K2A block	0	3	-3	3	1	0
TrxR1 substrate	-1%[57.1 µM]	0%	71%[activator][57.1 µM]	3%[57.1 µM]	10%	0%
rTrxR1 inhibitor	15%[57.1 µM]	1%	53%[activator][57.1 µM]	12%[57.1 µM]	28%	-2%

Gathered by group, those above with a CF3 group
30	O=C(Nc1ccc(Cl)c(C(F)(F)F)c1)NC1CC2CCCC(C1)N2Cc1ccccc1 (centres undefined)
35	O=C(Nc1cc(C(F)(F)F)ccc1Cl)c1cc2nc(-c3ccc4c(c3)OCO4)cc(C(F)(F)F)n2n1
compound no.	30	35
TRHR ag	1.4	-0.4
TRHR enhancer	-1	0
mIDH1 inhibitor	-10%	-9%
D2 antagonist	48*	nt
D2 ag	0.6	0.3
USP1 inh	-6%	-13%
PI4K2A block	0	2
TrxR1 substrate	0%[57.1 µM]	3%
rTrxR1 inhibitor	3%[57.1 µM]	10%
